Source: PubChem
ARNT-TACC3 inh: disruptors of ARNT/TACC3 protein interaction, primary screen, biochemical, AlphaScreen, single concentration. Transforming acidic coiled-coil-containing protein 3 (Homo sapiens), Q9Y6A5. AlphaScreen His-ARNT PAS-B/GST-TACC3 binding, luminescence; TACC3 fragment carries E629A point mutation. inhibition, % at 9.99 µM. 0.66% of 390,000 active. AID 623870, 2012;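 active = mean inhibition of replicates at least 50% and at least half of replicates each reaching 50%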;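 note: 0% = complete ARNT plus TACC3 wells and 100% = ARNT alone without TACC3; many hits fall short of the cut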
* hit, by the source's call. This is a subset. The share of hits here may be higher or lower than overall.

ARNT-TACC3 inh	SMILES
-5	CCOc1ccc(-n2c(C)nc3cc(C(=O)NCCN4CCOCC4)ccc32)cc1
0	CC(=O)N(C)c1nnc(-c2cnccn2)s1
-3	CCCCN(C(=S)Nc1ccccc1)C1CCS(=O)(=O)C1 (stereo not drawn)
1	COC(=O)c1c(NC(=O)c2nc3ccccc3s2)sc2c1CCN(C(C)=O)C2
-3	CC1(C)OC(=O)C(=NNc2ccc(O)cc2)C(=O)O1
0	CCC(CC)C1C(C#N)=C(N)SC(N)=C1C#N
-5	Cn1c(=O)n(C)c2cc(S(=O)(=O)O)ccc21
-16	COc1ccc(C(=O)Nc2cccc(-c3nnc(-c4ccco4)o3)c2)cc1
0	CCOC(=O)C1CCN(C(=O)CN(c2ccc3c(c2)OCO3)S(C)(=O)=O)CC1
-1	COCC(=O)n1cc(C(=O)OC)c2ccccc21
-2	COc1ccc(S(=O)(=O)CCC(=O)N2CC(=O)N(CCc3ccccc3)C(=O)C2)cc1
0	Cc1nn(Cc2c(Cl)cccc2Cl)c(C)c1NC(=O)c1sc2ccccc2c1Cl
-1	O=C1CC(N2CCN(Cc3ccccc3)CC2)C(=O)N1c1ccccc1 (stereo not drawn)
-1	Cn1c2c(c(=O)n(C)c1=O)C(c1ccc(Br)cc1)Nc1ccccc1O2 (stereo not drawn)
3	COc1ccc(/C=C/C(=O)NC(=S)NN2CCCCC2c2cccnc2)cc1 (stereo not drawn)
0	O=c1c2ccccc2nc(-c2ccoc2)n1CCc1ccccc1
-8	O=C(Nc1cccc(F)c1)N1CC=C(c2ccc(Cl)cc2)CC1
3	COC(=O)C1CSc2[nH]c(=O)sc2C1c1ccc(O)c(OC)c1 (stereo not drawn)
5	COC(=O)c1ccc(CSc2nnc3n(Cc4ccccc4OC)c(=O)c4ccccc4n23)o1
-2	COC(=O)c1ccccc1S(=O)(=O)Nc1ccc(OC)nc1
3	COC(=O)c1ccccc1NC(=S)NC(=O)c1cccc2ccccc12
-2	C=CCn1c(SCc2c(C(=O)OC)sc(N)c2C(=O)OC)nnc1-c1ccc(Br)cc1
2	COc1cccc(N2C(=O)Nc3ccccc3C2(O)C(=O)NCc2ccc3c(c2)OCO3)c1 (stereo not drawn)
-2	S=C(Nc1ccccc1)c1ccccn1
4	COc1ccc(NC(=O)c2cc([N+](=O)[O-])nn2Cc2ccccc2)c(C)c1
1	CCOC(=O)N1CCC(NC(=O)c2cc(-c3ccc(F)cc3)[nH]c2C)CC1
-2	CN1CCN(C(=O)C2(NC(=O)Nc3ccccc3Cl)CCCCC2)CC1
-2	COc1ccccc1N(CC(=O)NCC1CCCO1)C(=O)CCC(=O)Nc1nccs1 (stereo not drawn)
-21	CCOC(=O)C(C#N)C(Cc1ccccc1)c1ccco1 (stereo not drawn)
-14	CCSc1nnc(-c2sc3nnc(-c4ccccc4)c(-c4ccccc4)c3c2N)o1
-5	CCOc1cc(C(=O)Nc2ccc(S(=O)(=O)Nc3cc(C)on3)cc2)cc(OCC)c1OCC
4	CCN(C(=O)COc1cc(=O)n(C)c2ccccc12)c1cccc(Cl)c1
0	Cc1occc1-c1nnc(SCC(=O)c2ccc(F)cc2)n1Cc1ccco1
-3	COc1ccc(/C=C/C2=NC(=C\N(C)C)/C(=O)O2)cc1
1	CCOc1nc(NCc2ccco2)nc(Nc2ccc(OC)cc2)n1
-14	COCCN1Cc2c(sc(C)c2C)N(C(=O)c2ccccc2)C1
7	C[C@@H]1Cc2c(O)c(O)cc(O)c2C(=O)O1
2	CCOC(=O)/C(C#N)=C/c1ccc(OCC(=O)Nc2ccc(OC)cc2)c(OC)c1
-3	CCn1c(SCc2nc3ccccc3nc2C)nnc1-c1cccs1
2	COCCn1c(SCc2ccc(C(=O)OC)o2)nc2ccccc2c1=O
-12	CC(C)c1ccc(NS(=O)(=O)c2ccc3[nH]cc(C(=O)N4CCC(C(N)=O)CC4)c(=O)c3c2)cc1
5	CC(Sc1nc(N2CCCCC2)c2c(c1C#N)CCCC2)C(=O)O (stereo not drawn)
-6	COc1ccc(-c2cc(C(=O)Nc3ccccc3SC)no2)cc1OC
10	Cc1nnc(NC(=O)CCCOc2ccccc2)s1
0	CCOC(=O)/C(=C\c1ccc([N+](=O)[O-])o1)NC(=O)c1ccccc1
-14	COc1ccc(NC(=O)/C(Cl)=C(/Cl)S(=O)(=O)Cc2ccc(C)cc2)cn1
5	C/C(=N\Nc1nc(-c2ccccn2)nc2ccccc12)c1ccc(F)cc1
-5	CCc1ccc(NC(=O)Cn2c(SC)nc3ccccc32)cc1
7	Cc1ccccc1-n1nc2c(c1NC(=O)c1ccc(Br)o1)CSC2
-15	COc1ccc(C2C3=C(CCCC3=O)Nc3c(-c4ccccc4)c(C)nn32)cc1 (stereo not drawn)
-7	COC(=O)CNC(=O)C(C)NC(=O)CNC(=O)OCc1ccccc1 (stereo not drawn)
-16	COC(=O)CN(c1ccc(OC)cc1)S(=O)(=O)c1ccc(OC)c(OC)c1
-7	CCCCC(=O)Nc1ccc(NC(=O)CCCC)nc1
5	O=C(Nc1ncc(Cc2ccccc2)s1)c1cccs1
-2	O=S(=O)(Cc1cnc(Cl)s1)c1ccccc1
-6	Fc1ccc(Nc2nc(N3CCOCC3)c3ccccc3n2)cc1
2	COc1ccccc1CC(NC(C)=O)C(=O)NC1CCN(c2nnnn2-c2ccccc2)CC1 (stereo not drawn)
10	CCOC(=O)C1=C(O)c2ccccc2C(=O)/C1=C\c1ccc(C)cc1
1	O=C(c1cnn2c(C(F)F)cc(C3CC3)nc12)N1CCOCC1
1	C/C(NC(=O)c1ccccc1)=C1/C(=O)CC2C1C2(C)C (stereo not drawn)

Other records.
ARNT-TACC3 inh	SMILES
3	CCn1c(SCC(=O)NC(=O)NCc2ccco2)nc2sc(C)c(C)c2c1=O
-1	Cc1cccc(NC(=O)CSCc2c(C)noc2C)c1C
-7	O=C1NCCCC1C(=O)Nc1cccc(C(F)(F)F)c1 (stereo not drawn)
0	CS(=O)(=O)N(CC(=O)N1CCOCC1)Cc1ccc(Cl)cc1
-1	O=C(CCCn1c(=O)[nH]c2ccsc2c1=O)N1CCN(Cc2ccc3c(c2)OCO3)CC1
-7	COc1ccc(Cl)c(NCCC(=O)O)c1
0	CC(=O)NC1(C(F)(F)F)C(=O)NC(C)=C1C#N (stereo not drawn)
-9	O=C(NCCN1CCCC1)C1CC(=O)N(C2CCCCC2)C1 (stereo not drawn)
2	O=C1c2ccccc2NC(c2ccccc2)N1Cc1ccco1 (stereo not drawn)
5	CCOc1ccc(Nc2nc(N3CCCCC3)nc(N3CCCCC3)n2)cc1
8	CC1=C/C(=N\OS(=O)(=O)c2ccccc2)C(C(C)C)=CC1=O
-5	COc1cc(S(=O)(=O)NCCc2ccc3c(c2)OCO3)ccc1-n1cnnn1
-5	Cc1ccc(S(=O)(=O)NCC(=O)N(CC(=O)NCC2CCCO2)Cc2ccccc2)cc1 (stereo not drawn)
-9	CCCCNCC(=O)Nc1sc(C)c(C)c1C(=O)OCC
9	CCCCN1C(=O)/C(=c2\sc3nc(=O)c(-c4ccccc4)nn3c2=O)c2ccccc21
-6	Cc1ccc(C(=O)NCCCNCCCNC(=O)c2ccc(C)nc2)cn1
3	Cc1n[nH]c(=O)nc1NCc1ccc(Cl)cc1
-7	Cc1ccc(-n2c(=O)c(C#N)cc3c(=O)n4cccc(C)c4nc32)cc1
10	COc1ccc2c(c1)C1NC(=S)N[C@@](C)(O2)C1C(=O)Nc1ccccc1 (stereo partly drawn)
63*	Cc1ccc(Nc2cc(C)nn2-c2nc(C)cc(=O)[nH]2)cc1
-6	O=C(Nc1nnc(COc2ccc(F)cc2)s1)c1cccs1
-25	COc1ccc(C2C=C(c3ccccc3)Nc3ncnn32)cc1 (stereo not drawn)
-4	COc1ccc(Nc2nc(N)nc(COc3ccc(OC)cc3)n2)cc1
-2	CC(=O)N1CCc2cc(S(=O)(=O)CCC(=O)N3CCN(c4ccccn4)CC3)ccc21

Entries from the list above that contain a CF3 group, in the order listed:
ARNT-TACC3 inh	SMILES
-7	O=C1NCCCC1C(=O)Nc1cccc(C(F)(F)F)c1 (stereo not drawn)
0	CC(=O)NC1(C(F)(F)F)C(=O)NC(C)=C1C#N (stereo not drawn)

Going on with the list.
ARNT-TACC3 inh	SMILES
0	CCC(=O)N1CCc2cc(Br)cc(S(=O)(=O)C3(C(=O)OC)CC3)c21
4	CS(=O)(=O)Nc1ccc(C(=O)NCc2ccco2)cc1
3	O=C(COC(=O)c1ccc(Cl)c(S(=O)(=O)N2CCCC2)c1)NC1CCCC1
3	CCSc1nnc(NC(=O)c2ccco2)s1
4	CCOC(=O)N1CCN(C(=O)c2cccc(-n3c(=S)[nH]c4cc(Cl)ccc4c3=O)c2)CC1
11	Cc1ccc2c(N)c(C)ccc2c1
0	COc1ccc(/C=N/n2cnnc2SCc2ccccc2)cc1
6	O=c1[nH]c(CSc2nnc(COc3ccccc3)n2-c2ccccc2)nc2ccccc12
-4	CCCOc1c(OC)cc(Cl)cc1C1NC(=O)NC(C)=C1C(=O)NCc1ccccc1 (stereo not drawn)
5	CCCCN=C(C)C1=C(O)CSC1=O
-19	CCCCCCOc1ccc(OC(=O)c2cccnc2)cc1
14	c1ccc(SSc2ccccn2)nc1

Rewritten with bars between the fields: entries from further up.
SMILES | ARNT-TACC3 inh
Fc1ccc(Nc2nc(N3CCOCC3)c3ccccc3n2)cc1 | -6
COC(=O)C1CSc2[nH]c(=O)sc2C1c1ccc(O)c(OC)c1 (stereo not drawn) | 3

Next section:
ARNT-TACC3 inh	SMILES
9	CCc1cc2c(=O)c(-c3nc4ccccc4n3C)c(C(C)C)oc2c(CN2CCN(C)CC2)c1O
-8	COc1ccc2nc3oc(C(=O)NC4CCN(Cc5ccccc5)CC4)cc3cc2c1
-1	COc1cc(/C=c2\s/c(=C(/C#N)C(=O)N3CCCC3)n(-c3ccccc3)c2=O)ccc1O
-6	CSc1cc(-c2ccc(Cl)cc2)c(C(=O)NC(C)C)s1
-4	O=C(c1ccccc1OCc1ccccc1Br)N1CCN(c2ncccn2)CC1
1	CC(=O)OC1C(OC(C)=O)N(C(C)=O)C(=O)N1C(C)=O (stereo not drawn)
-1	COc1ccc(NC(=O)NCc2ccccn2)cc1
-4	COC(=O)C(O)(NC(=O)NC(C)=O)C(F)(F)F (stereo not drawn)
-2	CCCN(CCC)CC(O)CN(c1cc([N+](=O)[O-])ccc1OC)S(=O)(=O)c1ccccc1 (stereo not drawn)
-7	CC(C)(C)OC(=O)N1CCC(C(=O)N[C@H](Cc2ccccc2)C(=O)O)CC1
-6	CCCn1nnc(NC(=O)COc2cc(C)ccc2C(C)C)n1
-3	CCN(CC(=O)Nc1ccc([N+](=O)[O-])cc1OC)c1ccccc1

Sorted by heavy-atom count (ascending): part of the list above
ARNT-TACC3 inh	SMILES
-6	CCCn1nnc(NC(=O)COc2cc(C)ccc2C(C)C)n1
-2	CCCN(CCC)CC(O)CN(c1cc([N+](=O)[O-])ccc1OC)S(=O)(=O)c1ccccc1 (stereo not drawn)
9	CCc1cc2c(=O)c(-c3nc4ccccc4n3C)c(C(C)C)oc2c(CN2CCN(C)CC2)c1O

(cont.)
ARNT-TACC3 inh	SMILES
1	CCOC(=O)c1ccc2nc(C)c(CCC(C)=O)c(Cl)c2c1
-2	CCOC(=O)C1(P(=O)(c2ccc(Cl)cc2)c2ccc(Cl)cc2)CCC1
4	S=c1[nH]nc(COc2ccccc2)n1/N=C/c1ccc(Br)s1
3	c1ccc(COn2c(-c3ccccc3)nc3c2CCc2nonc2-3)cc1
-17	O=C(COc1ccccc1)N1CCN=C1SCc1cccnc1
-2	CCCC(=O)N=C1SC2CS(=O)(=O)CC2N1c1ccc(CC)cc1 (stereo not drawn)
-6	CCC(C)(C)NC(=O)CN(Cc1ccc2c(c1)OCO2)C(=O)CCC(=O)Nc1ccccn1
-2	CCOc1cccc(CNn2cnnc2)c1OCc1ccccc1
-10	O=C(COC(=O)CCNS(=O)(=O)c1ccc2c(c1)OCCO2)NC1CCCc2ccccc21 (stereo not drawn)
0	Cc1ccccc1C(C(=O)NCc1ccco1)N(CC1CCCO1)C(=O)Cn1nnc2ccccc21 (stereo not drawn)
2	O=C(OCC(=O)N1CCCCCC1)c1cccs1
-1	c1ccc(Cn2nnc(CNc3ccccc3)c2-c2c(CNc3ccccc3)nnn2Cc2ccccc2)cc1
-1	Cc1ccc(C(=O)N(CC(=O)NC2CCCC2)Cc2cccs2)s1
1	COC(=O)COc1ccc2c(-c3ccc(OC)cc3)cc(=O)oc2c1
-1	NC(=O)C1CCN(C(=O)Nc2ccccc2)CC1
12	Cc1c(NC(=O)Nc2ccc3c(c2)OCO3)c(=O)n(-c2ccccc2)n1C
-20	CCn1c2ccccc2c2nnc(SCCCn3c(=O)[nH]c4ccccc43)nc21
-5	Cc1cccc(-n2c(N)cc(=O)nc2SCC(=O)Nc2ccccc2)c1
-1	CCN(CC)S(=O)(=O)c1cccc(C(=O)N2CCCCC2)c1
-6	COc1ccc(C(C)=O)cc1CN1C(=O)NC2(CCCCC2C)C1=O (stereo not drawn)
-14	CC(C)C(=O)NC(=S)Nc1ccc(S(=O)(=O)N(C)Cc2ccccc2)cc1
5	O=C(Nc1ccc2c(c1)OCO2)C1CC(c2ccc(F)cc2)=NO1 (stereo not drawn)
-3	CC(=O)n1nc(-c2ccco2)nc1N
-3	O=C(c1ccco1)c1nc2c(n1O)CCCCC2
-8	COc1ccc(NC(=O)CC2C(=O)N(c3cccc(OC)c3)C(=O)N2C2CCCCC2)cc1 (stereo not drawn)

Part of the list above, tab-delimited:
structure	ARNT-TACC3 inh
Cc1cccc(-n2c(N)cc(=O)nc2SCC(=O)Nc2ccccc2)c1	-5
CCN(CC)S(=O)(=O)c1cccc(C(=O)N2CCCCC2)c1	-1
COc1ccc(C(C)=O)cc1CN1C(=O)NC2(CCCCC2C)C1=O (stereo not drawn)	-6
CC(C)C(=O)NC(=S)Nc1ccc(S(=O)(=O)N(C)Cc2ccccc2)cc1	-14
O=C(Nc1ccc2c(c1)OCO2)C1CC(c2ccc(F)cc2)=NO1 (stereo not drawn)	5
CC(=O)n1nc(-c2ccco2)nc1N	-3
